Tb PFK block = qHTS Assay to Find Inhibitors of T. brucei phosphofructokinase; T. brucei PFK, ADP-Glo luminescence; Potency, µM (titrated, usually from 57.5 µM), inactives show top-dose activity, negative = inhibition, usual class: inhibitors; 330,000 tested, 0.17% active; AID 485367, 2010;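 also: potency is read from the fitted curve at half-maximal effect; 0% = uninhibited 1x PFK enzyme wells and -100% = no-enzyme wells; nearly all actives have a fitted effect of over 60% in size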
Target sequence (O15648 whole entry, looked up): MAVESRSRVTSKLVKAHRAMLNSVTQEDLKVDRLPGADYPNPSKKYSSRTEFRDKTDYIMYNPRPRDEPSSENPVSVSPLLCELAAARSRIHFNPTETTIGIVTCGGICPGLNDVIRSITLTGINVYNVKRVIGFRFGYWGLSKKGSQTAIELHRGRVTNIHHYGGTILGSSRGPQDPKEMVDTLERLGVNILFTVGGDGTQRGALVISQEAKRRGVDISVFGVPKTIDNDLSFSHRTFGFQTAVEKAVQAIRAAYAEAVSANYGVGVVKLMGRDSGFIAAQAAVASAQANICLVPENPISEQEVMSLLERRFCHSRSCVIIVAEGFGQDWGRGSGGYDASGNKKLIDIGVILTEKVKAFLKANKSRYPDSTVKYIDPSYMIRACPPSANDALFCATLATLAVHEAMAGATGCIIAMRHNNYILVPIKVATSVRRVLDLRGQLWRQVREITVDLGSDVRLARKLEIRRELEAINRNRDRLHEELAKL
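1.25 nM PFK with 0.5 mM F6P and 0.1 mM ATP in 0.1 M TEA pH 8.0, 5 mM MgCl2, incubated 45 min at room temperature; ADP measured by ADP-Glo luminescence; compounds titrated up to 57 uM.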
uPA generation = qHTS for Inhibitors of Cell Surface uPA Generation; 330,000 tested, 0.31% active; cell surface uPA generation assay, qHTS; Potency, µM (highest dose often 38.3 µM), for the others: top-dose activity change, negative = inhibition, most hits filed as inhibitors; AID 540303, 2011; active = well fitted inhibition curve with a large enough effect; inconclusive = small, poorly fitted or top-dose-only effect; inactive = no such curve, though single readings can be large or run the other way; tested in mouse RAW 264.7 cells; also: potency is read from the fitted curve at half-maximal effect; % is scaled to controls: 0 for no effect and ±100 for the full control effect; nearly all actives have a fitted effect of over 55% in size
Eya2 inh = qHTS Assay for Inhibitors of the Phosphatase Activity of Eya2. recombinant Eya2, OMFP fluorescence dephosphorylation (OMFP is methylfluorescein phosphate). Potency, µM (top dose mostly 76.9 µM), for inactives: top-dose activity, negative = inhibition, actives largely listed as inhibitors. 330,000 tested, 0.006% active; also: potency is read from the fitted curve at half-maximal effect; % is scaled to controls: 0 for no effect and ±100 for the full control effect
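Eya2 (0.2 uM) preincubated 10 min at ambient with compound, then OMFP substrate added at 50 uM; 10 min reaction in 50 mM HEPES pH 7.5, 50 mM NaCl, 5 uM MgCl2, 0.05% BSA, 1 mM DTT. Fluorescence read at Ex 485/Em 525 nm.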
B2AR arrestin = qHTS assay of beta-arrestin-biased ligands of beta2-adrenergic receptor; 330,000 tested, 0.02% active; Potency, µM (doses to about 46.1 µM), without a hit: at the top dose activation, actives largely listed as activators; Beta-2 adrenergic receptor (Homo sapiens), P07550; beta-arrestin recruitment to beta2AR, cell-based reporter;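 also: potency is read from the fitted curve at half-maximal effect; 0% = DMSO controls and full agonism = EC100 isoproterenol or metaproterenol; nearly all actives have a fitted effect of over 65% in size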
BCR signal inh = qHTS Assay to Find Inhibitors of Chronic Active B-Cell Receptor Signaling | ABC-DLBCL IkBa-CBG/CBR reporter, luminescence ratio, 4 h | Potency, µM (titrated, usually from 46.1 µM), inactives show at the highest dose ratio change, negative = lower green/red ratio, hits mostly inhibitors | 340,000 tested, 0.05% active | AID 493014, 2011; active = well fitted inhibition curve with a large enough effect in the signal ratio, with a control signal flat, not every such curve was filed as active; inconclusive = small, poorly fitted or top-dose-only effect, or effect the other way, or a change in a side signal; the % refers to the signal ratio;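 also: potency is read from the fitted curve at half-maximal effect; plate controls were basal doxycycline-induced cells for no effect and cells given 10 µM MG132 for full effect; MG132 reads +100%, hits lower the ratio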
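Cell line TMD8 (human ABC DLBCL), stably expressing tet-inducible CBG68-IkBa fusion and CBR; IMDM/0.5% FBS; cpd up to 46 uM; dox induction, 4 h, 37C/5% CO2; dual luminescence; green/red ratio; MG132 control.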
TCR activator = Activators of T cell receptors: qHTS campaign | primary human leukocytes, anti-CD3, IL-2 HTRF, 48 h | Potency, µM (titrated, usually from 9.22 µM), for the others: at the top dose activation of IL-2 secretion, hits mostly activators | 330,000 tested, under 10 active; also: % of control where 0% means no effect
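Primary human leukocytes receive a-CD3 beads and test compound and are incubated 48 hr. Secreted IL-2 is then assayed by HTRF, measuring 665nm acceptor emission after 320nm excitation of the europium donor.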
Mito fusion act = qHTS Assay for Small Molecule Inhibitors of Mitochondrial Division or Activators of Mitochondrial Fusion | S. cerevisiae fusion-defective mutant growth rescue, CellTiterGlo 48 h | Potency, µM (titrated, usually from 46.1 µM), without a hit: top-dose growth rescue (activation), most hits filed as activators | 320,000 tested, 0.23% active | AID 485298, 2010;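 also: potency is read from the fitted curve at half-maximal effect; % of control where 0% means no effect; nearly all actives have a fitted effect of over 45% in size; temperature-sensitive fusion mutants such as fzo1-1 at 37 °C on non-fermentable ethanol glycerol medium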
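Temperature-sensitive fusion-defective S. cerevisiae (e.g. fzo1-1, mgm1-5) were grown with compound in YPEG medium (3% ethanol, 3% glycerol) for 48 hours at 37C. Growth rescue was measured as viability by CellTiterGlo luminescence after 10 minutes at ambient.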
TSG101-PTAP inh = qHTS Assay for Iinhibitors of HIV-1 Budding by Blocking the Interaction of PTAP/TSG101; Tumor susceptibility gene 101 protein (Homo sapiens), Q99816; Fluorescence polarization, FITC-PTAP peptide / Tsg101 binding; Potency, µM (doses to about 115 µM), inactives show at the highest dose activity change, negative = inhibition, actives largely listed as inhibitors; 340,000 tested, under 10 active; AID 493005, 2010; active = well fitted inhibition curve with a large enough effect in the main read-out, with a control signal flat, not every such curve was filed as active; inconclusive = small, poorly fitted or top-dose-only effect, or effect the other way, or a change in a side signal; inactive = no such curve, though single readings can be large or run the other way; also: potency is read from the fitted curve at half-maximal effect; % of control where 0% means no effect
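Fluorescence anisotropy tracks displacement of a FITC-tagged PTAP peptide (50 nM) from the Tsg101 binding domain (10 uM), following a 20 min room-temperature incubation at pH 7.5.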
USP2a block = qHTS Assay for Inhibitors of Ubiquitin-specific Protease USP2a Using CHOP2 as the Reporter | USP2 core, Ub-CHOP2 coupled fluorogenic reporter, 485/531 | Potency, µM (series often up to 38.3 µM), without a hit: at the highest dose activity change, negative = inhibition, hits mostly inhibitors | 330,000 tested, 0.01% active;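 also: potency is read from the fitted curve at half-maximal effect; plate controls were DMSO wells for no effect and full inhibition by NEM control for full effect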
Target sequence (O75604 whole entry, looked up): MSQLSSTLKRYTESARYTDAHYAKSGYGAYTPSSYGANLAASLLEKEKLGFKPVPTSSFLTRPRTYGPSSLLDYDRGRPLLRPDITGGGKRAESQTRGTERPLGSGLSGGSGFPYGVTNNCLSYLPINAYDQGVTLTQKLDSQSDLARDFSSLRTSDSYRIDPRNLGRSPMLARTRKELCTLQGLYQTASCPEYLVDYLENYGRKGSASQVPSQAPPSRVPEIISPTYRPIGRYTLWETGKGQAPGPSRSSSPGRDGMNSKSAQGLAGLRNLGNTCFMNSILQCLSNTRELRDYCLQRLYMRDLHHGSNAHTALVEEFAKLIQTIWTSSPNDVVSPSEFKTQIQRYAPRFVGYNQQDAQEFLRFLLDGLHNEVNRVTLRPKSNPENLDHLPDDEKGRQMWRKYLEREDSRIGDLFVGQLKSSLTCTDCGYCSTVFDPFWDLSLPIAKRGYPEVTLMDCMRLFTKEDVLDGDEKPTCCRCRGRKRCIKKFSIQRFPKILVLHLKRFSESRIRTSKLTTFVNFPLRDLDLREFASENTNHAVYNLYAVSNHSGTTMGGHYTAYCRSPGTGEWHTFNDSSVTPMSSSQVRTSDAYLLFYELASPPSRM
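Cell-free coupled assay: 10nM USP2 core preincubated 30min RT with compound in Tris-HCl pH 8.0/CaCl2/CHAPS buffer, then 25nM Ub-CHOP2 and 25nM reporter substrate; fluorescence (Ex 485/Em 531) read after 60min RT, normalized to NEM inhibition, concentration-response curves fitted.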
TSHR antag = Antagonists of the Thyroid Stimulating Hormone Receptor: HTS campaign. Thyrotropin receptor (Homo sapiens), P16473. TSHR-expressing cells, TSH-stimulated cAMP HTRF, 2 h; hits give low values. activity change, negative = inhibition, % at 11.5 µM. 330,000 tested, 0.2% active. AID 504810, 2011;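 active = activity change below a set negative limit, meaning inhibition stronger than a set level, cut at about -70% in these data; inconclusive = activity change between two set negative limits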; also: % is scaled to controls: 0 for no effect and ±100 for the full control effect
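Cell-based HTRF cAMP assay; TSHR cells + compound, TSH EC80 (4nM final), 2 h, 37 deg C. Lysis with anti-cAMP cryptate and cAMP-d2, 30 min RT, read 665/620 nm.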
ELG1 DNA repair = qHTS screen for small molecules that inhibit ELG1-dependent DNA repair in human embryonic kidney (HEK293T) cells expressing luciferase-tagged ELG1; Potency, µM (doses to about 46.1 µM), for inactives: at the top dose activity change, negative = inhibition, usual class: inhibitors; HEK293T ELG1-luciferase reporter, luminescence, 16 h; DNA damage induced by 5-fluorouridine; AID 504467, 2011; 330,000 tested, 2.3% active; also: potency is read from the fitted curve at half-maximal effect; % is scaled to controls: 0 for no effect and ±100 for the full control effect; nearly all actives have a fitted effect of over 55% in size
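Reporter activity after DNA damage by 5-fluorouridine is monitored. Compound-treated cells incubate 16 hr at 37 °C, then ONE-Glo is added for 30 min before luminescence reading.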
* hit, by the source's call; ? = inconclusive; nt = no result given; & = joins results of further samples; [ ] = dose if it differs, or a comment. Unless noted, calls follow the shape of the dose curve; as a rule, active = well fitted curve in the direction sought with a large enough effect; inconclusive = small, poorly fitted or top-dose-only effect, or another doubt; inactive = no such curve, though single readings can be large; an effect the other way counts as inactive or inconclusive. Not all compounds are listed; rates above refer to the full screens.

SMILES	Tb PFK block	uPA generation	Eya2 inh	B2AR arrestin	BCR signal inh	TCR activator	Mito fusion act	TSG101-PTAP inh	USP2a block	TSHR antag	ELG1 DNA repair
CCCSP1(=S)NCCCO1 (stereo unspecified)	1%	1%	-8%	-0.6%	2%	-1%	0%	0%	3%	10	-9%
CN1CCN(C(=O)Cc2ccccc2)CC1	-1%	-2%	17%	-0.3%	2%	4%	-2%	-3%	2%	-5	-1%
CN1C(=O)N(C)C(=O)C2(Cc3cc([N+](=O)[O-])ccc3N3CCN(C(=O)c4ccccc4)CC32)C1=O (stereo unspecified)	3%	-9%	-6%	-0.1%	0%	1%	-14%	-4%	-1%	-5	-2%
CCCNC(=O)N1[C@H]2CC[C@@H]1C(C(=O)OC)=C(c1ccc(Cl)c(C(F)(F)F)c1)C2	9%	-5%	-15%	-3.0%	-8%	-11%	20%	-5%	0%	74	-10%
O=c1[nH]c(=S)n(-c2ccccc2F)c(O)c1C=NCc1ccco1	-5%	11%	3%	-3.0%	0%	-5%[46.1 µM]	-6%	-1%	3%	-1	-4%
Cc1cccnc1-n1c(CN2C(=O)c3ccccc3C2=O)nc2ccccc2c1=O	-3%	3%	-25%	-0.2%	-1%	6%	5%	1%	2%	3	8%
CC(=O)C1(c2ccccc2)CCNCC1	13%	-10%	2%	-0.3%	?	nt	-8%	-3%	-2%	-3	23%
Cc1ccc(C2=NCC(=O)Nc3ccc(Br)cc32)cc1	0%	-2%	-5%	-0.2%	?	nt	-6%	-4%	-1%	2	19%
C[C@]12CCC(=O)C[C@@H]1CC[C@@H]1[C@@H]2CC[C@@]2(C)[C@H]1CC[C@]2(C)O	-4%	nt	4%	-0.1%	-4%	nt	-3%	nt	2%	-6	nt
COc1ccc(CC(C)NC2CCCCCC2)cc1 (stereo unspecified)	1%	-1%	-2%	-0.1%	?	-2%	3%	-3%	0%	15	5%
CCCCn1c(O)c(C(C)=NCCN2CCCCC2)c(=O)[nH]c1=O	2%	5%	20%	-0.2%	1%	2%	-2%	-4%	5%	-9	-17%
Fc1ccc(C[n+]2c(-c3ccccc3)cc(-c3ccccc3)cc2-c2ccccc2)cc1	-9%	8.9µM*	-28%	0.0%	?	-2%	-1%	-1%	4%	1	?
CC(C)(O)/C=C/C(=O)[C@](C)(O)C1[C@H](O)C[C@@]2(C)C3CC=C4C(C=C(O[C@@H]5O[C@H](CO)[C@@H](O)[C@H](O)[C@H]5O)C(=O)C4(C)C)[C@]3(C)C(=O)C[C@]12C (stereo partly specified)	0%	12%	-21%	-0.1%	4%	-5%	nt	0%	5%	2	?
O=C(COc1ccc(Cl)cc1Cl)N1CCN(C/C=C/c2ccccc2)CC1	-5%	-4%	-25%	-0.1%	-12%	nt	6%	-3%	-10%	13	?
C[C@]12c3[nH]c4ccc(Cl)cc4c3CCN1C(=O)[C@@H](CC(=O)NCc1ccco1)C[C@@H]2C(=O)N1CCCCC1	-10%	?	-6%	1.1%	?	-3%[46.1 µM]	nt	1%	-2%	-6	?
Cc1cnc[nH]1	0%	0%	12%	-1.0%	-2%	7%	-6%	1%	1%	6	13%
CCCC(C)c1nnc(NC(=O)CCS(=O)(=O)c2ccccc2)s1 (stereo unspecified)	?	-8%	7%	-0.1%	?	4%	0%	-1%	-1%	3	-20%
CCOc1ccccc1N1C(=O)NC(=O)/C(=C/c2ccc3c4c(cccc24)CC3)C1=O	0%	-1%	-5%	-0.5%	-8%	11%	0%	-1%	2%	-6	8%
ClCCNc1nc2ccc(Cl)cc2[nH]1	-15%	-3%	-1%	-0.7%	-1%	-14%	0%	-5%	2%	7	0%
CC(Cc1ccccc1)NC(=O)C(c1ccc(N)cc1)c1ccc(N)cc1 (stereo unspecified)	3%	6%	1%	-0.8%	3%	-1%	0%	-1%	-2%	-2	-1%
Cc1csc(NC(=O)C2CCCN(S(=O)(=O)c3ccc4c(c3)oc(=O)n4C)C2)n1 (stereo unspecified)	8%	-4%	14%	-0.5%	?	6%	1%	1%	-1%	0	?
CC1(C)CN=C(NCc2ccccc2Cl)S1	-2%	nt	1%	0.9%	-28%	10%	-8%	-7%	1%	4	29%
COc1cccc(N2C(=O)NC(=O)/C(=C/c3ccc4c(c3)Cc3ccccc3-4)C2=O)c1	0%	-7%	7%	0.1%	?	nt	-7%	-5%	0%	-4	?
CN1C(=O)NC(=O)C2(Cc3ccccc3N3CCOCC32)C1=O (stereo unspecified)	7%	nt	23%	-1.4%	0%	2%	-3%	-3%	4%	0	-3%
CC(=O)c1cn(Cc2ccc(C#N)cc2)c2ccccc12	3%	-4%	7%	-0.1%	1%	-3%	6%	-4%	3%	0	9%
Fc1ccc(-[n+]2nc(Nc3ccccc3)sc2-c2c(Cl)cccc2Cl)cc1	3%	?	-2%	-0.4%	?	0%	-1%	0%	1%	2	?
CCCCP(=O)(O)c1ccccc1	-2%	1%	-3%	0.3%	1%	-11%	0%	1%	-1%	3	9%
CC(C)(C)C(=O)Cn1c(NCCCl)nc2ccccc21	0%	1%	0%	0.5%	5%	2%	3%	-2%	0%	-1	0%
c1csc(-c2nnc(Cc3cccc4ccccc34)o2)c1	-5%	nt	2%	0.3%	-5%	3%[46.1 µM]	22%	-3%	-6%	?	?
CC12CN3CC(C)(CN(C1)C31CCSCC1)C2=O	2%	-3%	4%	-0.7%	-8%	3%	0%	-4%	2%	16	0%
Oc1c(Br)cc(Br)cc1Br	-2%	14%	16%	0.0%	14%	0%	10%	-4%	-1%	-6	1%
Cc1ccc(S(=O)(=O)CC(=O)c2cc(C)c(OC(=O)N(C)C)c(C)c2)cc1	1%	-11%	-3%	-0.1%	4%	1%	?	3%	0%	6	-2%
C/C=C1/C[C@@H](C)[C@](O)(CO)C(=O)OCC2=CCN3CC[C@@H](OC1=O)[C@@H]23	-5%	-6%	-27%	0.0%	-11%	-5%	8%	0%	-1%	2	?
CN1C[C@H](CO)C=C2c3cccc4[nH]cc(c34)C[C@H]21	16%	-11%	17%	-0.7%	0%	14%	2%	-22%	?	-34	8%
O=C(CN1CCOCC1)c1cccc2ccccc12	-8%	0%	2%	4.4%	-8%	-1%	-4%	-6%	4%	-9	1%
Cc1cccc(NC(=O)C(C)N2CC=C(c3ccccc3)CC2)c1 (stereo unspecified)	0%	6%	14%	-0.9%	-13%	-22%	-7%	-3%	-1%	-2	-14%
Cc1cc(/C=C2\C(=O)NC(=O)N(Cc3ccco3)C2=O)c(C)n1-c1ccc(O)cc1	-20%	-2%	3%	-0.1%	1%	nt	-8%	0%	-16%	-13	0%
CN(c1ccccc1)c1ccc([N+](=O)[O-])c2nonc12	0%	-6%	-17%	-0.5%	?	-1%	-8%	-7%	-1%	-10	-1%
O=C1CN=C(c2ccccc2)c2c(sc3c2CCCC3)N1	2%	4.5µM*	0%	4.0%	?	-6%	2%	0%	-4%	-7	-17%
C[N+](C)(C)CCc1ccc(O)cc1	2%	-2%	-4%	-0.3%	-6%	-2%	0%	-6%	0%	23	-4%
CC12CN3CC(c4ccccc4)(CN(C1)C31CCCCC1)C2=O	-14%	3%	3%	0.2%	-10%	-7%	-8%	-3%	4%	6	-2%
O=C(c1ccccc1F)c1cn(CC(=O)N2CCCCC2)c2ccccc12	0%	nt	22%	0.2%	-8%	1%	2%	-7%	-1%	5	1%
O=NN(CCCl)C(=O)NCCCl	?	21%	1%&5%	-0.4%	1%	-1%	2%&-2%	0%	1%	-12&-5	?
